Source: PubChem BioAssay
ERp5 block = blocks human ERp5 reductase activity on insulin. AID 651711. inhibition, % at 9.99 µM. actives 0.05% (n = 350,000). Q15084. ERp5 insulin aggregation, absorbance 650 nm, 90 min;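 active = mean replicate inhibition above about 25%, with every replicate also reaching it, limit read from the data, passing the limit was not always enough; inconclusive = only one of those two criteria met; inactive = neither criterion met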
SIRT5 inh = sirtuin-5 (human) deacylase inhibition. Q9NXA8. Purified SirT5, succinyl-peptide AMC, trypsin-coupled fluorescence. inhibition, % at 15 µM. actives 1.1% (n = 330,000). AID 652115; in the data active = inhibition above about 15%; inconclusive = no clear call, values can overlap the other calls
Target sequence (Q9NXA8 whole entry, looked up): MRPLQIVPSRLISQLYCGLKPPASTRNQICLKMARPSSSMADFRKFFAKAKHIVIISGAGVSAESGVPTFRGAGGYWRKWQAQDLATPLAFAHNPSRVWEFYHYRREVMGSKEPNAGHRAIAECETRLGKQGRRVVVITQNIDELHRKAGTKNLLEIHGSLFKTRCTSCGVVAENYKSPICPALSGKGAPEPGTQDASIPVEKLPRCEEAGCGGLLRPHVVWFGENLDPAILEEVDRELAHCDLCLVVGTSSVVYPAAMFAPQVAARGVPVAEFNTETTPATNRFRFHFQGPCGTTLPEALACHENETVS
PglD inh = blocks C. jejuni PglD acetyltransferase activity; purified PglD enzyme, DTNB colorimetric CoA detection; actives 0.098% (n = 360,000); AID 602405; inhibition, % at 12.5 µM; in the data active = inhibition above about 16%, passing the limit was not always enough; inconclusive = no clear call, values can overlap the other calls; note: strong numbers were not always called active
DENV2 CPE rescue = protects cells from dengue virus 2 cytopathic effect; DENV2-infected cells, cytopathic effect rescue, plate reader; CPE inhibition, % at 9.99 µM; actives 1.7% (n = 350,000); in the data active = CPE inhibition above about 20%, passing the limit was not always enough; inconclusive = no clear call, values can overlap the other calls; tested in BHK-21 cells;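 note: 0% = median of neutral control wells and 100% = median of positive control wells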
C2C12 statin = suppression of simvastatin myotoxicity | C2C12 myotubes + simvastatin, ATP luminescence, 48 h; scaled: DMSO 0, geranylgeraniol control 100 | rescue of ATP level, % at 7.49 µM | actives 0.78% (n = 330,000) | AID 602340;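 active = mean ATP rescue above about 67%, or every replicate alone reaching that limit, limit read from the data, passing the limit was not always enough; inconclusive = no clear call, values can overlap the other calls; inactive = mean under the limit and some replicate under it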;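 note: myotubes were challenged with 10 µM simvastatin during compound exposure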
E-sel inducer = induces E-selectin expression in human endothelial cells | actives 0.37% (n = 260,000) | HUVEC E-selectin immunofluorescence imaging; normalized: neutral wells 0, TNF-alpha wells 100 | AID 686992 | activation, % at 7.58 µM | P16581;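 active = mean E-selectin-positive cell signal at least 10% of the positive control, reached in at least 60% of replicates, without over 20% cell loss; inconclusive = no rule given, readout overlaps actives, possibly toxicity-flagged; inactive = the rest, including those meeting only one limit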;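 note: in these data hits start at about 27%; measured in HUVEC primary endothelial cells; signal is the percent of cells scored E-selectin positive by PE staining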
Target sequence (P16581 whole entry, looked up): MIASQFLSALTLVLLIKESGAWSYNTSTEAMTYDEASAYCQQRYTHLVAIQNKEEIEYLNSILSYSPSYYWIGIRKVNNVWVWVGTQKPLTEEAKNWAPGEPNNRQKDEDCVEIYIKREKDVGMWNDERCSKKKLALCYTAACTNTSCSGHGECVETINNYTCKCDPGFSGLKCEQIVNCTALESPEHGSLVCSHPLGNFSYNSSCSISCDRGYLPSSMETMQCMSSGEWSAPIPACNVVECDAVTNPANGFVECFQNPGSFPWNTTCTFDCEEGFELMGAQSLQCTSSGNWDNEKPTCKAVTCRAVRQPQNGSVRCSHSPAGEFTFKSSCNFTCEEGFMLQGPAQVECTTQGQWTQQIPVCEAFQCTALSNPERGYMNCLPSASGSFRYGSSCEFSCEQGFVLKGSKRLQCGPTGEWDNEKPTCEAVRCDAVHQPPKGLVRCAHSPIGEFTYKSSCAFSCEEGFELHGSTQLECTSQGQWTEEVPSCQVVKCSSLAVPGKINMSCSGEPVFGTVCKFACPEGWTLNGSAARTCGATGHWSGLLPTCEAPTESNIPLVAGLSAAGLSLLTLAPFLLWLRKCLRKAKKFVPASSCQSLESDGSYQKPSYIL
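Test system – human umbilical vein endothelial cells (HUVEC), E-selectin induction · Input – 3,000 HUVEC seeded per well · Buffer or medium – EGM-2, gelatin · Compound dosing – single-point compound dose · Detection – immunofluorescence imaging · Measure – percent E-selectin-positive cells · Controls – TNF-alpha high, DMSO low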
S100A4 MyoIIA = blocks human S100A4 binding to myosin IIA peptide; actives 0.14% (n = 360,000); inhibition, % at 10.7 µM; S100A4/TAMRA-MyoIIA peptide fluorescence polarization; P26447; AID 652163;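 active = mean inhibition of at least 70% across replicates, with every replicate also reaching that level; inconclusive = mean inhibition reaches 70% but some replicates fall short; inactive = mean inhibition below 70%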
Target sequence (P26447 whole entry, looked up): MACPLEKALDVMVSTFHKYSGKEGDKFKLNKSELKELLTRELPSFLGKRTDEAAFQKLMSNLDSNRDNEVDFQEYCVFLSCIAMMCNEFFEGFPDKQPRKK
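Material: S100A4 monomer protein | Medium: HEPES pH 7.2 with CaCl2, KCl, NaCl, DTT, Triton | Reagent: Labelled myosin peptide probe, 5 nM | Doses: One dose per compound | Times: 5 min incubation before reading | Benchmarks: Neutral control DMSO, positive control TFP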
* marks the source's active call; other numbers are inactive results. These rows are one share of the data, so the mix of outcomes need not match the whole.

For C[C@@H]1CN([C@H](C)CO)S(=O)(=O)c2ccc(C3=CCCCC3)cc2O[C@@H]1CN(C)Cc1cncnc1 the results were ERp5 block -1, SIRT5 inh 2, PglD inh 5, DENV2 CPE rescue 0, C2C12 statin -12, E-sel inducer -0.2 and S100A4 MyoIIA 107*.
`CSC1=NC(C)(C)C=C(/C=C/c2ccc(Cl)cc2)N1` gave ERp5 block -6, SIRT5 inh -2, PglD inh 6, DENV2 CPE rescue 7, C2C12 statin 24 and S100A4 MyoIIA -4.
Screening C[C@@H]1CN([C@@H](C)CO)C(=O)c2cc(-c3cncnc3)cnc2O[C@@H]1CN(C)Cc1ccccc1 returned ERp5 block 0, SIRT5 inh 1, DENV2 CPE rescue -4, E-sel inducer -0.5 and S100A4 MyoIIA 27.
CCNC1CCC(Nc2ccnc3cc(Cl)ccc23)CC1 (stereo not given) was read as ERp5 block 3, PglD inh -6, DENV2 CPE rescue 3, C2C12 statin -27, E-sel inducer 0.0 and S100A4 MyoIIA 0.
`CN(C)C(=N)c1n[nH]nc1SCc1ccc(Cl)c(Cl)c1` gave ERp5 block 8, SIRT5 inh -2, PglD inh 6, DENV2 CPE rescue 1, C2C12 statin 14 and S100A4 MyoIIA 0.
COc1ccc(C)cc1N(CC(=O)Nc1ccc2c(c1)OCCO2)S(C)(=O)=O was read as ERp5 block 5, SIRT5 inh -4, DENV2 CPE rescue -5 and S100A4 MyoIIA 6.
`c1ccc(Cn2ncc3ccccc32)cc1` gave ERp5 block 2, SIRT5 inh -2, PglD inh -5, DENV2 CPE rescue 3, C2C12 statin 1 and S100A4 MyoIIA 1.
CC(C)N1CCC(C)(C(=O)Nc2ccc(-n3cccc3)cc2)C1 (stereo not given) was read as ERp5 block -4, PglD inh 3, DENV2 CPE rescue 18, C2C12 statin -4, E-sel inducer 0.4 and S100A4 MyoIIA -4.
For CC1=CCC2C(=O)N(c3ccc(S(N)(=O)=O)cc3)C(=O)C2C1 (stereo not given) the results were ERp5 block -9, SIRT5 inh 7, PglD inh 1, DENV2 CPE rescue 1, C2C12 statin 0, E-sel inducer 4.2 and S100A4 MyoIIA -7.
Cc1c(NC(=O)CSc2nc3c(cnn3-c3ccccc3)c(=O)[nH]2)c(=O)n(-c2ccccc2)n1C was read as ERp5 block -6, SIRT5 inh -2, DENV2 CPE rescue 4, E-sel inducer 0.4 and S100A4 MyoIIA 10.
Screening O=S(=O)(Nc1ccncc1)c1ccc(Cl)c(Cl)c1 returned ERp5 block -6, SIRT5 inh -4, PglD inh -6, DENV2 CPE rescue 5, C2C12 statin -12, E-sel inducer 0.0 and S100A4 MyoIIA -1.
Screening Cc1ccc(-c2cnc3c(Nc4cccc(OC(F)(F)C(F)F)c4)nccn23)cc1 returned ERp5 block 0, PglD inh 5, DENV2 CPE rescue inconclusive, C2C12 statin -5, E-sel inducer -0.1 and S100A4 MyoIIA -3.
CC(=O)Nc1ccc(S(=O)(=O)NC(CSc2ccc(C(=O)O)cc2[N+](=O)[O-])C(=O)O)cc1 (stereo not given) was read as ERp5 block -4, SIRT5 inh -2, PglD inh 0, DENV2 CPE rescue -1, C2C12 statin -5, E-sel inducer -0.2 and S100A4 MyoIIA -25.
Screening COc1ccc(NC(=O)CN(C)CC(=O)c2c(C)[nH]c3ccccc23)cc1 returned ERp5 block 1, SIRT5 inh -1, PglD inh 1, DENV2 CPE rescue -1, C2C12 statin 13, E-sel inducer 0.7 and S100A4 MyoIIA -8.
For COc1ccc(N(CC(=O)NCc2ccc3c(c2)OCO3)S(=O)(=O)c2ccc(O)c(C(=O)O)c2)cc1 the results were ERp5 block 8, SIRT5 inh 4, PglD inh 0, DENV2 CPE rescue -4, C2C12 statin 5 and S100A4 MyoIIA -1.
Screening CCCCc1cc(=O)oc2cc(OCC(=O)N3CCC(C(=O)O)(c4ccccc4)CC3)ccc12 returned ERp5 block 1, SIRT5 inh -4, PglD inh 2, DENV2 CPE rescue 5, C2C12 statin 5 and S100A4 MyoIIA 3.
Screening Cn1c(SCC(=O)N2CCOCC2)nnc1-c1ccncc1 returned ERp5 block 4, SIRT5 inh -3, PglD inh 4, DENV2 CPE rescue 11, C2C12 statin -2, E-sel inducer -0.1 and S100A4 MyoIIA 1.
`Cc1ccc(CNC(=O)c2cccnc2)cc1` gave ERp5 block 6, SIRT5 inh -1, PglD inh 1, DENV2 CPE rescue 4, E-sel inducer 1.5 and S100A4 MyoIIA -3.
Cc1cc(C(=O)OCC(=O)N2CCCC2)c2ccccc2n1 was read as ERp5 block 5, SIRT5 inh -1, PglD inh -4, DENV2 CPE rescue -4, C2C12 statin -17 and S100A4 MyoIIA 7.
For Cc1cc(C)n2nc(C(=O)OCC(=O)c3ccc(F)cc3)nc2n1 the results were ERp5 block -2, SIRT5 inh -2, DENV2 CPE rescue -3, E-sel inducer 0.2 and S100A4 MyoIIA -3.
For Cc1nnc(N2C(=O)C(O)=C(C(=O)c3ccco3)C2c2cccc([N+](=O)[O-])c2)s1 (stereo not given) the results were ERp5 block 7, SIRT5 inh 2, PglD inh 11, DENV2 CPE rescue -7, C2C12 statin 14, E-sel inducer -0.1 and S100A4 MyoIIA -13.
Screening COc1cccc(OC)c1C(=O)Nc1ccncc1 returned ERp5 block 0, SIRT5 inh 2, DENV2 CPE rescue inconclusive, E-sel inducer 0.0 and S100A4 MyoIIA 2.
For O=C(Nc1ccc2[nH]ccc2c1)c1ccccc1 the results were ERp5 block 1, SIRT5 inh -2, PglD inh 5, DENV2 CPE rescue 13, C2C12 statin 7, E-sel inducer -0.2 and S100A4 MyoIIA -7.
Screening COc1cccc(C(=O)N2CCN(c3ccccn3)CC2)c1 returned ERp5 block -3, SIRT5 inh 0, PglD inh 3, DENV2 CPE rescue 9, C2C12 statin -21, E-sel inducer -0.1 and S100A4 MyoIIA -7.
Screening CC(=O)Nc1ccc2c(c1)C(=O)N(C)[C@H]1CC[C@H](CC(=O)Nc3cn(C)nc3C)O[C@H]1CO2 returned ERp5 block -4, SIRT5 inh 0, PglD inh 1, DENV2 CPE rescue -4, C2C12 statin 11, E-sel inducer 0.1 and S100A4 MyoIIA 11.
Screening CCOC(=O)c1c(NC(C)=O)sc2c1CCC(C=O)=C2Sc1ccccc1 returned ERp5 block -7, SIRT5 inh -5, PglD inh 0, DENV2 CPE rescue -3, C2C12 statin 24 and S100A4 MyoIIA -7.
`Cc1cc2oc(C(=O)NCC(c3ccco3)N3CCCC3)c(C)c2cc1C` (stereo not given) gave ERp5 block -7, SIRT5 inh -2, PglD inh -7, DENV2 CPE rescue 5, C2C12 statin -15, E-sel inducer 0.2 and S100A4 MyoIIA 0.
`CC(C)OC(=O)c1ccc(N)cc1` gave ERp5 block 1, SIRT5 inh -2, DENV2 CPE rescue -4 and S100A4 MyoIIA -2.
`O=C(Nc1ccccc1F)N1CCCCN2[C@H](CO)[C@H](c3ccc(-c4cccnc4)cc3)[C@H]2C1` gave ERp5 block 1, SIRT5 inh -2, PglD inh -8, DENV2 CPE rescue 27*, E-sel inducer 0.2 and S100A4 MyoIIA 28.
`CCOc1cccc2cc(C(=O)Oc3ccc(OC)cc3)c(=O)oc12` gave ERp5 block -5, SIRT5 inh 0, PglD inh 4, DENV2 CPE rescue -3, C2C12 statin 3 and S100A4 MyoIIA 2.
`O=[N+]([O-])c1cc(CN2CCN(c3ccccc3)CC2)c(O)c2ncccc12` gave ERp5 block -5, SIRT5 inh -2, DENV2 CPE rescue 2, C2C12 statin 18 and S100A4 MyoIIA 1.
For COc1ccc(NC(=O)CN(C)C(=O)CCSc2ccc(F)cc2)cc1 the results were ERp5 block -7, SIRT5 inh -6, PglD inh -4, C2C12 statin 5 and S100A4 MyoIIA -1.
Screening C[C@@H]1CN([C@H](C)CO)C(=O)c2cc(C3=CCCC3)cnc2O[C@H]1CN(C)C(=O)C1CCOCC1 returned ERp5 block -4, SIRT5 inh 1, PglD inh 0, DENV2 CPE rescue 38*, C2C12 statin -5, E-sel inducer -0.1 and S100A4 MyoIIA 13.
CC(=O)Nc1ccc(S(=O)(=O)NCCOc2ccc(Cl)cc2C)cc1 was read as ERp5 block 3, SIRT5 inh -4, DENV2 CPE rescue 6 and S100A4 MyoIIA 0.
For CC(=O)Oc1ccc(C(=O)c2ccccc2)c(OC(C)=O)c1 the results were ERp5 block 3, SIRT5 inh -2, DENV2 CPE rescue 1, E-sel inducer -4.2 and S100A4 MyoIIA 16.
Cc1cccc(OCC(=O)Nc2ccc(S(=O)(=O)Nc3cc(C)nc(C)n3)cc2)c1 was read as ERp5 block -2, SIRT5 inh -3, PglD inh -1, DENV2 CPE rescue 1, C2C12 statin -1, E-sel inducer 5.2 and S100A4 MyoIIA -8.
`COc1ccccc1OCC(=O)Nc1ccc2c(c1)C(=O)N(CC1CCCO1)C2=O` (stereo not given) gave ERp5 block -2, SIRT5 inh -2, DENV2 CPE rescue -2 and S100A4 MyoIIA -6.
Screening NC(=O)c1nsc(C(=O)N(CC(=O)NCc2ccccc2)c2ccc(F)cc2)c1N returned ERp5 block -1, SIRT5 inh -7, PglD inh 0, DENV2 CPE rescue 17, C2C12 statin 6, E-sel inducer 0.9 and S100A4 MyoIIA 12.
For COc1cc(/C=C(/C#N)c2nc3ccccc3[nH]2)ccc1OCc1ccc(C(=O)O)o1 the results were ERp5 block 1, SIRT5 inh 18*, PglD inh 4, DENV2 CPE rescue 4, C2C12 statin -2 and S100A4 MyoIIA -8.
COc1cccc(OC)c1C1=NC(C)(C)CO1 was read as ERp5 block 0, SIRT5 inh 1, PglD inh 5, DENV2 CPE rescue -1, E-sel inducer 0.8 and S100A4 MyoIIA 0.

Overlap with the part before: 3 compounds, followed by the next part.
Screening NC(=O)c1nsc(C(=O)N(CC(=O)NCc2ccccc2)c2ccc(F)cc2)c1N returned ERp5 block -1, SIRT5 inh -7, PglD inh 0, DENV2 CPE rescue 17, C2C12 statin 6, E-sel inducer 0.9 and S100A4 MyoIIA 12.
For COc1cc(/C=C(/C#N)c2nc3ccccc3[nH]2)ccc1OCc1ccc(C(=O)O)o1 the results were ERp5 block 1, SIRT5 inh 18*, PglD inh 4, DENV2 CPE rescue 4, C2C12 statin -2 and S100A4 MyoIIA -8.
COc1cccc(OC)c1C1=NC(C)(C)CO1 was read as ERp5 block 0, SIRT5 inh 1, PglD inh 5, DENV2 CPE rescue -1, E-sel inducer 0.8 and S100A4 MyoIIA 0.
`CO[C@@H]1CN(C)C(=O)c2ccc(NC(=O)c3ccno3)cc2OC[C@@H](C)N(S(C)(=O)=O)C[C@H]1C` gave SIRT5 inh -1, DENV2 CPE rescue 10, E-sel inducer 0.0 and S100A4 MyoIIA -13.
`CC(=O)Nc1ccc(C=Cc2ccc([N+](=O)[O-])cc2)cc1` gave ERp5 block -1, SIRT5 inh 1, DENV2 CPE rescue 4, E-sel inducer -0.3 and S100A4 MyoIIA 11.
C[C@@H]1CN([C@H](C)CO)C(=O)c2cc(-c3ccc(F)cc3)cnc2O[C@@H]1CN(C)Cc1cccnc1 was read as ERp5 block 0, SIRT5 inh -3, PglD inh 1, DENV2 CPE rescue -4, C2C12 statin -4, E-sel inducer 0.1 and S100A4 MyoIIA 4.
S=C(Nc1ccc2snnc2c1)N1CCN(c2ccccn2)CC1 was read as ERp5 block -1, SIRT5 inh 0, PglD inh 5 and S100A4 MyoIIA -5.
For COc1cccc(C(C)NC(=O)c2c(F)cccc2Cl)c1 (stereo not given) the results were ERp5 block -2, SIRT5 inh -5, DENV2 CPE rescue 2, E-sel inducer -0.2 and S100A4 MyoIIA 4.
